# Rab2 wt GTP: changes GTP binding to wildtype dog Rab2A, up or down | GST-Rab2 wt beads, Bodipy-GTP binding, flow cytometry | GTP binding activity, % at 10 µM | 190,000 tested, 0.19% active | AID 760;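 active = GTP binding activity at least 20 points away from 100%, either lowered or raised; inconclusive = signal likely due to the compound's own green fluorescence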;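 note: 0% = beads with excess unlabeled GTP and 100% = no-compound control corrected for plate trend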
# Mcl1 Noxa PPI: disrupts binding of human Mcl-1 to Noxa peptide; TR-FRET Mcl-1/Noxa peptide binding, 2 h; 220,000 tested, 1.5% active; AID 1022; Q07820; inhibition, % at 21.7 µM;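 active = compounds that cut the protein-peptide binding signal by more than 50% relative to plate controls in a single-dose test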;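 note: His-tagged Mcl-1 with rhodamine Noxa BH3 peptide and terbium anti-His antibody; 0% = Mcl-1 plus Noxa peptide wells and 100% = peptide-only wells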
# Target sequence (Q07820 whole entry, looked up): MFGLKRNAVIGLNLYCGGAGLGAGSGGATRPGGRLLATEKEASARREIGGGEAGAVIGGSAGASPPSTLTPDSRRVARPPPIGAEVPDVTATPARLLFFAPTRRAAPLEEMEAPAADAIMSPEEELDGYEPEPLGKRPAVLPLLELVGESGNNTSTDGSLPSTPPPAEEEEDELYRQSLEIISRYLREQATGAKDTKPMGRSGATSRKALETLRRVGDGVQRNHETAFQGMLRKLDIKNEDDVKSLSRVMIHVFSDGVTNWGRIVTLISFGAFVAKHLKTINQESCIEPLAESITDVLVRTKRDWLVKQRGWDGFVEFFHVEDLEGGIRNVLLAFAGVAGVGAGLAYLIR
# ABCB1 inh: inhibitors of human ABCB1 transporter, ABCG2 counter-screen; 190,000 tested, 0.067% active; inhibition, % at 6.6 µM; P08183; CCRF-Adr cells, JC-1 efflux, flow cytometry; in the data active = inhibition above about 40%;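 note: 0% = vehicle and 100% = reference inhibitor; higher value means more JC-1 retained so stronger ABCB1 efflux block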
# Pf gametocyte: P. falciparum stage V gametocyte viability inhibition; 150,000 tested, 0.065% active; P. falciparum stage V gametocytes, ATP luminescence, 24 h; AID 743093; inhibition, % at 10.9 µM;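 active = inhibition above the mean plus 3 SD of compounds within the control limits, set per campaign, cut at about 38% in these data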;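 note: 0% = DMSO wells and 100% = medium only without gametocytes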
# Avidin bead fluor: compound fluoresces at 488/530 nm on avidin beads; fluorescence (KMESF) at 10 µM; compound fluorescence 488/530 nm, flow cytometry; stronger effect = higher value; AID 1775; 220,000 tested, 0.38% active; in the data active = fluorescence above about 47; note: inactives centre near 10
# ABCG2 block: blocks JC-1 efflux by human ABCG2 transporter; Q9UNQ0; IgMXP3 cells, flow cytometry; inhibition, % at 6.6 µM; 190,000 tested, 0.1% active;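 active = inhibition above 80%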;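 note: 0% = DMSO and 100% = nicardipine control wells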
#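 test system = two drug-resistant human cell lines, ABCG2 and ABCB1 | amount = 3 million cells/mL final, two lines in 1:1 ratio | reagent = JC-1 transporter substrate | doses = one concentration, 6.6 µM final | incubation = 10 min at 25 °C | signal = flow cytometric JC-1 green MFI at 530 nm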
# Rab7 wt modul: modulators of GTP binding to dog Rab7 wildtype GTPase | 190,000 tested, 0.055% active | GST-Rab7 beads, fluorescent GTP binding, flow cytometry; actives lie on both sides; untreated = 100%, excess cold GTP = 0% | GTP binding activity (percent of control), % at 10 µM | AID 758;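 active = fluorescent GTP binding to Rab7 beads changed by at least 20 points from the 100% baseline, either direction, mostly lower; inconclusive = compound itself probably fluorescent, or too few beads counted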;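 note: median green fluorescence of bound Bodipy-FL-GTP per Rab7 bead population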
# Rac1 mut GTP: human Rac1 activated mutant GTP binding change | P63000 | GST-Rac1 activated beads, fluorescent GTP binding, flow cytometry; actives lie on both sides; 100% means binding = to untreated wells | percent activity (GTP binding), % at 10 µM | 190,000 tested, 0.11% active | AID 764;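 active = GTP binding at least 20 percentage points away from the 100% baseline, in either direction, so actives lie on both sides; inconclusive = Compound likely fluorescent itself, or too few beads counted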
# Rac1 wt modul: human Rac1 wildtype GTP binding, inhibitors and activators; P63000; GST-Rac1 beads, fluorescent GTP binding, flow cytometry; actives lie on both sides; 0 = cold GTP competed, 100 = untreated; GTP binding activity (% of control), % at 10 µM; 190,000 tested, 0.27% active; AID 757;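 active = GTP binding activity at least 20 points away from the 100% control level, either lower or higher; inconclusive = compound flagged as likely green fluorescent, judged across all proteins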
# HRas wt GTP bind: changes GTP binding to wildtype human HRas; GST-Ras wt beads, Bodipy-FL-GTP binding, flow cytometry; actives lie on both sides; GTP binding activity, % at 10 µM; 190,000 tested, 0.14% active; P01112;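 active = GTP binding activity at least 20% away from the 100% baseline, either lowered as inhibitor or raised as activator; inconclusive = flagged as likely green fluorescent, judged across all proteins in the well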;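 note: 0% = unlabeled GTP competition control and 100% = no-compound control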
# Target sequence (P01112 whole entry, looked up): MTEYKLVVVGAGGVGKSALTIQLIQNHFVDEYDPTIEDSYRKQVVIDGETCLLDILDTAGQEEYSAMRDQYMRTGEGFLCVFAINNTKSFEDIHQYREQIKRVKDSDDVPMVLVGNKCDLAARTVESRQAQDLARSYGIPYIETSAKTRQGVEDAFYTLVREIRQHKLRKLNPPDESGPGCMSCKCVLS
# Cdc42 wt GTP: human Cdc42 wildtype GTP binding change, either direction; P60953; GST-Cdc42 beads, Bodipy-GTP binding, flow cytometry; actives lie on both sides; percent activity (GTP binding), % at 10 µM; 190,000 tested, 0.2% active; AID 761;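 active = percent activity GTP binding at least 20 points away from the 100% baseline, either down as inhibitor or up as activator; inconclusive = compound flagged as likely green fluorescent from well-wide comparison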;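 note: median bead fluorescence of bound Bodipy-FL-GTP at 100 nM; 0% = excess unlabeled GTP control and 100% = no compound control; below 100% means less GTP binding so inhibitor and above means activator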
# Target sequence (P60953 whole entry, looked up): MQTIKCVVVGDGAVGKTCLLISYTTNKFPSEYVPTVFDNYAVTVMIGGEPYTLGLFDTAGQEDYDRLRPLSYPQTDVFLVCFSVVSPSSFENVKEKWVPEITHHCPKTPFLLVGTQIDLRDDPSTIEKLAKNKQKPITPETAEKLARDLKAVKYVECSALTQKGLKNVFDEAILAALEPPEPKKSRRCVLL
# * = called active by the depositor; ? = inconclusive; nt = not tested or not shown.
SMILES,Rab2 wt GTP,Mcl1 Noxa PPI,ABCB1 inh,Pf gametocyte,Avidin bead fluor,ABCG2 block,Rab7 wt modul,Rac1 mut GTP,Rac1 wt modul,HRas wt GTP bind,Cdc42 wt GTP
O=Cc1ccc(OC(=O)c2cc(Cl)nc3ccccc23)cc1,92,-3,0.3,-3,3,3,95,95,99,96,94
Cn1c(C(=O)N2CCCc3ccccc32)cc2sccc21,97,8,0.7,16,34,2,96,93,95,96,98
CC(=O)NC(C)C(=O)OCC(=O)c1ccc(Cl)s1 (centres undefined),104,16,0.4,nt,11,1,102,98,101,103,103
C=CCc1ccc(OCCOCCOc2ccccc2[N+](=O)[O-])c(OC)c1,96,-9,0.9,8,8,4,96,94,98,97,96
CCOC(=O)N1CCC(NS(=O)(=O)c2ccc3c(c2)CCN3C(C)=O)CC1,102,16,0.4,-3,10,1,99,98,98,102,100
CCN(C(=O)C1CCCCC1)c1nnc(-c2cccnc2)s1,101,23,1.1,nt,10,5,97,101,98,101,101
CCC(CO)NCC#Cc1ccccc1 (centres undefined),96,16,3.5,-11,10,6,96,97,95,94,109
CN(c1ccc2nc3ccccc3c(=O)n2n1)C1CCCCC1,84,11,1.9,2,10,27,93,92,87,88,88
COC(=O)c1ccc(CSc2nnc(-c3ccccc3)n2C)o1,94,2,0.0,16,21,0,91,94,91,96,95
COCCCNC(=O)C1CC(=O)N(Cc2ccc(OC)cc2)C1 (centres undefined),104,10,0.6,nt,9,2,101,102,105,106,105
CCOc1cc(C(=O)NC2=NCCS2)cc(OCC)c1OCC,97,1,-0.1,11,9,7,101,89,93,93,92
Cc1ccc(C(=O)CSc2nnc(-c3ccncc3)n2C)cc1,96,8,0.1,8,9,4,97,93,101,95,100
Cc1cnc(C(=O)OCC(=O)NC2CCCCC2)cn1,96,2,0.1,nt,8,1,103,94,106,101,101
CCCCOCP(=O)(CC)COCCCC,103,-3,7.4,nt,17,0,103,100,105,105,106
Cc1cc(C)n(CCc2nc(-c3ccc(C(C)(C)C)cc3)cs2)n1,96,12,-0.1,8,8,9,98,98,102,98,97
Cc1oc2c(c1C(=O)NCc1cc(C(=O)O)co1)CCCC2,98,3,2.4,nt,9,-2,99,95,98,97,96
Cc1cccc(OC(=O)CCN2C(=O)C3C4C=CC(C5CC45)C3C2=O)c1C (centres undefined),99,9,1.3,nt,9,8,99,95,96,94,95
Cc1ccc(C(=O)NC(=S)Nc2nc(-c3cccc([N+](=O)[O-])c3)cs2)c(Cl)c1,98,9,-0.2,-6,10,5,95,94,95,95,94
Clc1cccc(Cl)c1Cn1c(-c2cccnc2Cl)nc2ccccc21,98,-8,2.0,nt,9,5,94,98,99,100,100
O=CNCCCc1nc2ccccc2n1Cc1cccc2ccccc12,98,12,0.7,8,9,4,99,100,102,97,100
NNC(=O)c1ccc(COc2ccccc2)cc1,100,22,-0.6,nt,3,1,101,98,104,95,104
c1ccc(-c2nc(C3CCCCC3)no2)cc1,94,-4,0.2,nt,13,2,93,90,93,92,95
CCCCCC(=O)Nc1cc2[nH]c(=O)cc(COC)c2cc1C,101,1,0.3,-7,41,2,97,100,109,104,106
C=CCOC(=O)C1C(=O)CC(C)(O)C(C(=O)OCC=C)C1c1ccc(OCC)cc1 (centres undefined),97,4,-0.2,4,8,-2,99,100,102,99,100
CN(C)CCCN(C(=O)c1ccc(S(=O)(=O)N(C)C)cc1)c1nc2ccc(F)cc2s1,98,17,1.9,-6,4,2,98,96,98,98,98
CCOC(=O)c1sc2cc([N+](=O)[O-])cc(SCC(C)C)c2c1N,105,-12,32,-5,31,60,109,105,104,106,100
COc1c(S(=O)(=O)NCCN2CCOCC2)ccc(Cl)c1Cl,101,17,0.8,nt,9,3,99,99,103,101,101
CC1(C)CC(NCc2ccccc2)CCO1 (centres undefined),102,6,-0.2,nt,23,0,107,99,106,102,96
Nc1nc2ccc(Oc3ccccc3)cc2s1,100,17,0.6,nt,6,3,102,98,102,101,102
CCCCc1ccc(NC(=S)NCCc2ccc(F)cc2)cc1,94,23,0.0,-18,10,6,96,91,97,93,96
CCn1c(SCC(=O)Nc2nnc(C)s2)nnc1-c1ccco1,101,-8,0.4,nt,21,2,105,97,107,106,102
CCNc1[nH]c(=O)n(C)c(=O)c1N=O,95,11,0.3,nt,6,1,96,96,96,96,97
Cc1ccc(-c2cc(=O)c3ccc(Cl)cc3[nH]2)cc1,98,15,0.7,nt,4,2,103,96,100,100,96
CN(C)CCN1C(=O)C(=O)/C(=C(/O)c2ccccc2)C1c1ccccc1F (centres undefined),101,4,0.2,nt,12,-1,100,100,108,102,105
CC(=O)Nc1ccc(Nc2ccc3c4c(cc(=O)n3C)-c3ccccc3C(=O)c24)cc1,85,56*,0.1,19,20,2,93,87,77*,86,88
CCN(CC)C(=O)Cn1c(=O)n(C)c2ccccc21,100,-18,-1.3,nt,7,0,98,98,106,101,100
Cc1ccc(Cl)cc1NC(=O)c1ccccc1OCC(=O)Nc1ccc(Cl)cc1,97,-50,0.9,22,31,61,97,98,100,99,101
CCOC(=O)N1CCC(=NNC(=O)c2cc3ccccc3cc2O)CC1,104,-14,-0.5,-16,6,-4,93,105,112,104,105
CC1(C)C2CC=C(/C=N/n3cnnc3)C1C2 (centres undefined),105,2,0.2,nt,8,0,101,99,103,104,104
CC(C)CC(=O)N1CCN(Cc2ccc3c(c2)OCO3)CC1,96,25,-0.2,nt,5,-1,95,98,100,97,96
O=S(=O)(c1ccc(-c2ccccc2)cc1)N1CCOCC1,95,16,1.4,nt,12,10,95,95,93,96,100
N#Cc1cc(-c2ccccc2)nc(Oc2ccccc2)n1,97,-1,0.0,10,9,1,99,101,106,101,102
CC(=O)N1CCc2cc(S(=O)(=O)NCCC(=O)NC3CCN(Cc4ccccc4)CC3)ccc21,101,1,1.5,0,30,-6,98,99,108,100,104
CCOC(=O)c1sc(-c2ccc(OC)cc2)cc1N,102,-16,0.6,nt,8,8,102,99,104,103,105
COc1ccc(CNC(=O)c2ccc(CN3CCOCC3)cc2)cc1,101,15,0.8,nt,7,4,101,102,108,100,102
O=C(c1ccccc1)c1cccc(NC(=O)C2CC2)c1,100,5,0.3,nt,5,3,99,99,105,101,102
Cc1ccc(S(=O)(=O)N2CCN(C(=O)CSc3nc4ccccc4c(=O)[nH]3)CC2)cc1,100,-23,0.1,nt,23,1,101,99,103,101,100
CCCC(CCC)C(=O)Nc1ccc2c(c1)N(C(=O)CCN1CCN(C)CC1)c1ccccc1CC2,96,35,0.2,-4,10,1,97,97,99,96,100
O=C(Cc1ccccc1)N[C@@H](Cc1ccccc1)c1nc2ccccc2[nH]1,109,-16,0.3,nt,14,1,107,105,107,108,109
CCOC(=O)C1CCCN(Cc2ccccc2C)C1 (centres undefined),99,8,-0.3,nt,10,0,99,98,102,98,97
O=C(CN(C1CCCCC1)S(=O)(=O)c1ccccc1)NCc1cccnc1,100,4,1.1,nt,38,4,98,100,104,102,105
CCOc1c(Cl)cc(CNC(C)(C)CC(C)(C)C)cc1OC,101,13,0.4,-3,45,1,101,99,104,100,103
O=c1c2ccccc2nc(SCc2nnc(-c3ccccc3Br)o2)n1-c1ccccc1,97,-83,7.3,nt,30,30,98,98,103,99,98
CCOc1ccc(CCNC(=O)CSc2nnnn2C)cc1OCC,102,12,0.3,6,11,-1,106,98,101,102,98
CCCCNC(=O)c1ccc(CS(=O)(=O)Cc2ccccc2F)o1,100,3,2.1,-25,7,4,107,97,101,102,98
CCN(CC#CCC1(O)c2ccccc2-c2ccccc21)CCO,95,-21,0.3,nt,8,2,95,95,103,98,93
CCSc1nnc(NC(=O)[C@@H](NC(=O)c2ccccc2F)C(C)C)s1,?,7,1.9,nt,11,9,?,?,?,?,?
CCOc1ccc(-c2cc(CCCC(=O)NCCc3ccccc3)no2)cc1,101,-7,0.6,-10,1,6,101,97,99,99,100
CCC(NC(=O)NCc1ccc2c(c1)OCO2)(C(F)(F)F)C(F)(F)F,98,7,1.9,23,7,9,99,99,103,97,100
CC(NS(C)(=O)=O)C(c1cccs1)N1CCN(C)CC1 (centres undefined),100,21,0.2,-5,15,11,102,103,107,101,103
# Next section:
SMILES,Rab2 wt GTP,Mcl1 Noxa PPI,ABCB1 inh,Pf gametocyte,Avidin bead fluor,ABCG2 block,Rab7 wt modul,Rac1 mut GTP,Rac1 wt modul,HRas wt GTP bind,Cdc42 wt GTP
CC(C)(C)N(Cc1cc2ccccc2[nH]c1=O)C(=O)C1CCCCC1,95,7,3.1,-7,3,4,98,97,103,99,99
Cc1ccn2cc(-c3cnoc3C)nc2c1,98,3,0.1,nt,7,1,99,100,103,101,101
CN(C)S(=O)(=O)N(CC(=O)Nc1ccccc1)c1ccccc1,100,-22,1.0,32,5,8,98,98,107,102,105
O=C(CC1NCCNC1=O)Nc1cc(Cl)cc(Cl)c1 (centres undefined),99,9,-3.1,-27,11,-9,102,99,103,102,101
CCc1ccc(NC(=O)CS(=O)CC(=O)NCCCc2ccccc2)cc1 (centres undefined),103,26,-0.3,-28,8,-1,96,101,103,103,105
CCn1c(COc2ccccc2C)nnc1SCC(=O)N1CCN(c2ccccc2)CC1,96,-4,0.9,nt,12,1,96,94,96,97,96
CN1CCN(C(c2cccnc2)c2ccc3cccnc3c2O)CC1 (centres undefined),96,52*,-3.5,nt,13,-4,94,94,96,98,99
Cc1cc2c(cc1C)CSC(c1ccc(O)cc1)SC2,99,-17,-0.2,-12,6,-1,95,97,101,99,100
CCOc1cc(C2CC(=O)NC(SCC)=C2C#N)ccc1O (centres undefined),98,25,0.1,nt,7,0,97,96,98,97,99
O=C(O)CCn1nnc(-c2cccs2)n1,101,21,0.3,16,14,2,102,99,101,101,100
O=C(N/N=C/c1ccc(-c2ccc(Br)cc2)o1)c1ccc2c(c1)OCO2,96,9,-1.2,-2,10,-2,101,94,91,92,92
Cc1ccc(S(=O)(=O)N(C)C)cc1-n1c(SCC(=O)Nc2ccc(F)cc2Cl)nc2ccccc2c1=O,103,-11,4.2,-2,2,2,106,97,104,105,103
CC(=Nc1ccccc1)C1=C(O)COC1=O,103,13,0.3,nt,5,1,104,102,105,103,104
CCN(CC)c1ccc(NC(=O)c2cncc(Br)c2)cc1,102,58*,-0.4,-14,4,-1,97,102,109,103,108

# Screens deposited in PubChem BioAssay by several laboratories.

# Not a hit list; overall some 2.3% were active at least once.
